Screening results from PubChem BioAssay.
TPT1 inh = blocks Candida albicans tRNA 2'-phosphotransferase. recombinant caTPT1, FP RNA substrate dephosphorylation. inhibition, % at 5 µM. actives 0.81% (n = 300,000). AID 1962;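 active = inhibition above the mean of all tested compounds plus 3 SD, set per screening campaign, cut at about 24% in these data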;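 note: plate controls were DMSO alone for no effect and ferristatin control at 100 nM for full effect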
Bcl-xL primary = blocks human Bcl-xL binding to Bim BH3 peptide. Q07817. GST-Bcl-xL / FITC-Bim BH3 peptide fluorescence polarization. inhibition, % at 10.9 µM. actives 0.7% (n = 320,000);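 active = inhibition above the mean of all tested compounds plus 3 SD, cutoff set per campaign, cut at about 30% in these data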;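 note: 0% = DMSO wells and 100% = unlabeled Bim-BH3 peptide competitor; inhibitors lower millipolarization by displacing the labeled peptide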
GSTO1 inh = blocks human GSTO1 in RBBP9 counter-screen; P78417; recombinant GSTO1, activity-based probe fluorescence polarization; inhibition, % at 5.96 µM; actives 1.1% (n = 300,000); AID 1974;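 active = inhibition above the campaign mean inhibition plus 3 SD, cut at about 35% in these data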;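 note: 0% = GSTO1-1 with DMSO and 100% = wells lacking GSTO1-1 enzyme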
Fam108B counter = Fam108B inhibition, counter-screen for RBBP9 inhibitors; AID 1947; inhibition, % at 9.51 µM; actives 0.33% (n = 300,000); recombinant Fam108B, FP-Rh probe fluorescence polarization;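 active = inhibition above the screen mean inhibition plus 3 SD, computed separately per campaign, cut at about 18% in these data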;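 note: inhibitors lower polarization as less probe binds the enzyme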
PAD4 inh = blocks human protein arginine deiminase 4 | Q9UM07 | recombinant PAD4, RCA probe fluorescence polarization | inhibition, % at 6.36 µM | actives 0.41% (n = 330,000) | AID 485272;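 active = percent inhibition above a cutoff equal to the mean of all tested compounds plus 3 SD, cut at about 15% in these data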;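 note: 0% = PAD4 with RCA probe and DMSO and 100% = probe without PAD4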
Target sequence (Q9UM07 whole entry, looked up): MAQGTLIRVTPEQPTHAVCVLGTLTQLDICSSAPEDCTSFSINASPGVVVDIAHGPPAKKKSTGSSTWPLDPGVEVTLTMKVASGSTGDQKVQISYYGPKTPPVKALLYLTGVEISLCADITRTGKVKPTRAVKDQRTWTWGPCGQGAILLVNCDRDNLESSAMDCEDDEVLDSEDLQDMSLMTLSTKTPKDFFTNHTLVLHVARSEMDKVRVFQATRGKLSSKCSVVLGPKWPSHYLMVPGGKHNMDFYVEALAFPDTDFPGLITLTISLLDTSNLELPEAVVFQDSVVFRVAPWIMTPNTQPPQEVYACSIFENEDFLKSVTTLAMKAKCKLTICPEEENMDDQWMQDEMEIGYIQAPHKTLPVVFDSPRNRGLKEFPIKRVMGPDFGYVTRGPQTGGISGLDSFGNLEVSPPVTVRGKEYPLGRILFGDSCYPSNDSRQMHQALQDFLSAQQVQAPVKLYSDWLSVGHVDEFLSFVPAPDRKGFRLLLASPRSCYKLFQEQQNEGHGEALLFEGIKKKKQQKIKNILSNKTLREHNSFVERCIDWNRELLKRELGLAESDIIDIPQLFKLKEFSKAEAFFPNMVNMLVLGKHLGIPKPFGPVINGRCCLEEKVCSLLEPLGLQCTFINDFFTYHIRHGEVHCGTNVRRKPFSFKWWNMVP
PME-1 primary = PME-1 (human) inhibition; Q9Y570; recombinant PME-1, FP-Rh probe fluorescence polarization; inhibition, % at 5.9 µM; actives 0.53% (n = 320,000);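 active = inhibition above the campaign mean of all compounds plus 3 SD, cut at about 26% in these data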;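 note: competitive labeling of PME-1 active site by serine hydrolase directed probe; 0% = PME-1 with DMSO and 100% = wells lacking PME-1 enzyme; inhibitors block probe labeling so polarization falls and inhibition rises; many of its hits are not listed in these tables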
Target sequence (Q9Y570 whole entry, looked up): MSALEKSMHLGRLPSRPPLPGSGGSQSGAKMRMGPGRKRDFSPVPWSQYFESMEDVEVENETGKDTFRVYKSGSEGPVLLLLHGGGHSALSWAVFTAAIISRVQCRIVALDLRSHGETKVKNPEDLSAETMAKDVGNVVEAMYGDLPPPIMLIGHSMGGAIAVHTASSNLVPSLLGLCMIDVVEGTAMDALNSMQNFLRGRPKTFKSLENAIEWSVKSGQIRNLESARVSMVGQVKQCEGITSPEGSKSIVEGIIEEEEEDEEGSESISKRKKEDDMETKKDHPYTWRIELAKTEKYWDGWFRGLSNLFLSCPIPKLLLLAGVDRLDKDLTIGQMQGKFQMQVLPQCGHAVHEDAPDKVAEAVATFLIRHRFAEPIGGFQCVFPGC
MEX-5 binding = C. elegans MEX-5 TCR-2 RNA binding activity. Q9XUB2. MEX-5/FITC-TCR2 RNA binding, fluorescence polarization; hits give low values. activity score (negative = inhibition of binding), % at 10 µM. actives 0.38% (n = 300,000);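 active = inhibition past about -25% in most replicates, and total fluorescence under double the plate's negative control median, limit read from the data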;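 note: 0% = DMSO and -100% = 5 µM competing unlabeled TCR2 RNA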
MCL1-BIM inh = MCL1-BIM-BH3 interaction inhibition (human); inhibition, % at 10.9 µM; AID 2057; GST-MCL1 / FITC-Bim-BH3 fluorescence polarization; actives 0.68% (n = 320,000);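 active = inhibition above the mean inhibition of all tested compounds plus 3 SD, set per campaign, cut at about 40% in these data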;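 note: 0% = DMSO wells and 100% = unlabeled Bim-BH3 peptide control; higher means more loss of mP so more displacement of Bim peptide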
GLD-1 RNA inh = GLD-1-TGE RNA interaction inhibition (C. elegans). purified GLD-1 + fluorescein TGE RNA, fluorescence polarization. inhibition, % at 5.96 µM. actives 0.44% (n = 320,000);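 active = percent inhibition above a per-plate cutoff, the plate mean of test compounds plus 3 SD, cut at about 30% in these data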;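 note: 0% = DMSO wells with GLD-1 and probe and 100% = wells lacking GLD-1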
* hit, by the source's call; x = not tested or not shown. An excerpt (hit frequency here may not be typical).

SMILES | TPT1 inh | Bcl-xL primary | GSTO1 inh | Fam108B counter | PAD4 inh | PME-1 primary | MEX-5 binding | MCL1-BIM inh | GLD-1 RNA inh
COc1ccccc1CN(C)CC(=O)Nc1ccccc1-c1ccccc1 | -3 | 5 | 6 | -1 | 1 | 0 | -1.4 | 5 | 5
O=c1[nH]c(CSc2nnc(-c3cccnc3)n2C2CCCCC2)nc2ccccc12 | 4 | -5 | -40 | 3 | 1 | 3 | -2.2 | -2 | -6
CC1=C(C(=O)OC2CCCCC2)C(c2ccc(N(C)C)cc2)NC(=O)N1 (stereo not drawn) | 0 | 7 | -5 | -3 | -5 | 3 | -1.2 | -1 | 4
Cc1noc(C)c1C(=O)N1CCN(c2ncccn2)CC1 | -1 | -8 | -4 | -2 | -2 | -8 | -1.4 | -13 | 1
NNC(=O)CNC(=O)CNS(=O)(=O)c1ccccc1 | 0 | -3 | -2 | -6 | -6 | -9 | 0.7 | 1 | -3
O=C(CSc1nnc(CNC(=O)c2c(F)cccc2F)o1)NCc1ccc(F)cc1 | 2 | -2 | -1 | 3 | 1 | 2 | -1.6 | -1 | 4
Cc1ccc(S(=O)(=O)N2CCN(Cc3cccc(F)c3)CC2)cc1 | 1 | 4 | -1 | -1 | 1 | 2 | 4.7 | 1 | 8
CCOc1ccc(NC(=O)C2CC(=O)N(c3ccc4c(c3)OCCO4)C2)cc1OCC (stereo not drawn) | -4 | -3 | 8 | 0 | -4 | -3 | 0.4 | -3 | 13
O=C(/C=C/c1ccccc1)N1CCN(c2cccc(Cl)n2)CC1 | -4 | 6 | 12 | 2 | 5 | -6 | -0.2 | 4 | 0
CC(=O)N1CCc2cc(S(=O)(=O)CCC(=O)Nc3ccc4c(c3)OCCO4)ccc21 | -1 | 3 | -1 | -1 | 0 | -11 | -0.1 | 2 | 4
Cc1ccc2c(CC(=O)NCC3(N4CCOCC4)CCCCC3)coc2c1C | x | 3 | x | x | -1 | 0 | x | -2 | -4
Oc1cccc(/C=N/NC(=S)Nc2cccnc2)c1O | 10 | 8 | 79* | 9 | 0 | 5 | -12 | 11 | 5
COc1ccc(NC(=O)N2CCN(C(=O)C(Cc3ccc(F)cc3)NC(C)=O)CC2)cc1 (stereo not drawn) | -2 | 4 | 15 | -1 | 3 | 10 | 1.8 | 8 | 0
CCOc1ccc(NC(=O)C2C(C(=O)O)C3(Cl)C(Cl)=C(Cl)C2(Cl)C3(Cl)Cl)cc1 (stereo not drawn) | 0 | 3 | 44* | 4 | 2 | -1 | 0.9 | -2 | 1
CCN(CCCNC(=O)C1CCN(S(=O)(=O)N2CCC3(CC2)OCCO3)CC1)c1ccccc1 | -2 | 1 | -4 | 6 | -1 | 1 | -0.9 | 6 | 0
Cc1csc(NC(=O)CSc2nc(=O)n(CCCN(C)C)c3c2CCC3)n1 | -4 | -3 | 11 | 0 | 9 | 4 | 0.1 | -1 | -5
CCN1C(=O)/C(=C/N(C(C)=O)c2ccccc2)N(c2ccccc2)C1=S | -4 | 2 | -23 | 9 | 3 | 3 | -1.0 | 2 | -4
Cc1cc2nnc(SCc3ccccc3)n2c(N)n1 | -4 | 4 | 2 | -2 | 7 | 4 | -3.5 | 5 | 4
COc1ccccc1N(CC(O)COc1ccc(C)cc1)S(=O)(=O)c1ccccc1 (stereo not drawn) | -3 | 3 | 3 | 3 | 5 | -1 | -0.1 | 5 | 3
Cc1onc(-c2ccccc2Cl)c1C(=O)NNC(=O)c1nn(C)cc1Cl | -1 | 5 | 4 | -2 | -1 | -2 | 2.3 | 1 | 10
NC(=O)COC(=O)c1cccc2c1-c1ccccc1C2=O | 2 | 5 | -3 | 2 | -4 | 6 | 3.1 | 1 | -8
O=C(NC(=S)Nc1cc([N+](=O)[O-])ccc1O)c1cccnc1 | 0 | 9 | -2 | 0 | -2 | 0 | -1.9 | 9 | 5
CCCNC(=O)N1CCC(Cc2ccccc2)CC1 | -5 | 0 | 1 | -1 | 2 | 3 | -1.8 | 1 | -3
COc1ccc2oc(C(=O)OCC(=O)N(C)C3CCS(=O)(=O)C3)c(C)c2c1 (stereo not drawn) | -2 | -5 | -5 | -1 | -5 | -1 | -1.3 | -4 | 2
Cc1cc(N2CCN(C(=O)c3ccco3)CC2)n2nc(-c3cccc(F)c3)cc2n1 | 0 | 4 | 4 | 4 | 0 | 9 | -6.9 | -2 | 3
O=C(/C=C/c1ccccc1F)c1cccc([N+](=O)[O-])c1 | -1 | 4 | 4 | 0 | 3 | 3 | 0.0 | 16 | 7
Cc1nn(C)c(C)c1Nc1ccc(N2C(=O)C3CC=CCC3C2=O)cc1[N+](=O)[O-] (stereo not drawn) | -1 | 6 | -2 | -4 | 3 | 3 | -1.3 | 2 | 4
Cc1ccc(C(C(=O)NC2CCCC2)N(Cc2ccc3c(c2)OCO3)C(=O)Cc2cccs2)cc1 (stereo not drawn) | -6 | -1 | -4 | -5 | -3 | -3 | 2.4 | -4 | 9
CCc1ccccc1NC(=O)c1cnc2scc(C)n2c1=O | -2 | -2 | 2 | -4 | -1 | -2 | 1.2 | 4 | 5
O=C(CSc1ccccc1F)Nc1ccc(N2CCOCC2)cc1 | x | -8 | x | x | -7 | -6 | x | -9 | 2

Ordered by value in PME-1 primary (lowest first): three of the compounds above.
mol	PME-1 primary
COc1ccc2oc(C(=O)OCC(=O)N(C)C3CCS(=O)(=O)C3)c(C)c2c1 (stereo not drawn)	-1
O=C(NC(=S)Nc1cc([N+](=O)[O-])ccc1O)c1cccnc1	0
Cc1nn(C)c(C)c1Nc1ccc(N2C(=O)C3CC=CCC3C2=O)cc1[N+](=O)[O-] (stereo not drawn)	3

(more compounds)
SMILES | TPT1 inh | Bcl-xL primary | GSTO1 inh | Fam108B counter | PAD4 inh | PME-1 primary | MEX-5 binding | MCL1-BIM inh | GLD-1 RNA inh
O=C(O)Cn1c(=O)c2c(c3ccccc31)CCC2 | -2 | 4 | 1 | 3 | -4 | -2 | -0.6 | 3 | 7
COc1ccc(CCC(C)N2CCC(Oc3ccc(C(=O)N4CCCC4)cc3)CC2)cc1 (stereo not drawn) | -1 | 3 | 3 | 1 | 1 | -4 | -15 | 6 | 5
CCC(C)NC(=O)c1cc(OC)c(OC)c(OC)c1 (stereo not drawn) | 0 | 0 | -5 | 5 | -4 | -3 | -0.4 | -3 | -3
O=C(CCCN1CCC(c2ccccc2)C1)c1ccc2c(c1)OCCO2 (stereo not drawn) | -1 | 1 | -4 | -3 | 3 | 0 | 1.5 | 1 | 1
Cc1ccc(-c2noc(CCC(=O)NCCN3CCN(Cc4ccccc4)CC3)n2)cc1 | -5 | 3 | 5 | -1 | 2 | -1 | -0.2 | -2 | 9
CC(C)CC(=O)Nc1c2c(nn1-c1ccc(F)cc1)CS(=O)C2 (stereo not drawn) | 1 | -5 | 5 | -1 | 3 | -1 | 3.7 | -18 | -2
O=C(c1ccc(COCC(F)(F)F)o1)N1CCCCCC1 | -1 | 4 | 1 | 0 | 4 | -5 | -3.5 | 3 | 2
COC(=O)[C@@H]1C[C@H]2CC[C@H](O)C[C@H]2N1Cc1ccc(-c2ccccc2)cc1 | 9 | 2 | 4 | 1 | -2 | -6 | 1.4 | 1 | 5
O=C(CSc1nc2ccccc2c(=O)n1-c1ccc(Cl)cc1)c1ccco1 | 0 | -2 | -5 | 0 | -3 | -3 | x | -6 | -1
Cc1cc(C)c2c(N)c(C(=O)c3ccccc3Cl)sc2n1 | 0 | -1 | 1 | 1 | -7 | -1 | -1.9 | 1 | 10
CN1CCN(C(=S)C(=O)Nc2ccccc2)CC1 | -4 | 6 | 3 | 1 | 8 | 3 | -4.1 | 5 | 4
CCOC(=O)c1nnc(-c2ccc(C)cc2)nc1Oc1ccccc1Cl | 1 | 0 | 0 | -4 | -3 | -3 | -2.4 | -1 | 2
CCOc1ccc(NC(=O)Cn2nnc(C(=O)NCc3ccccc3OC)c2N)cc1 | -7 | 12 | 6 | 2 | 2 | -1 | -4.9 | 15 | 3
CCc1cc(Cn2nc(-c3ccccc3)cc2C(=O)NCc2cccc(C(F)(F)F)c2)on1 | 1 | 2 | -10 | -30 | 2 | -44 | -0.1 | 2 | 5
CCOC(=O)c1c(NC(=O)C(=O)N/N=C/c2ccccc2O)sc2c1CCCCC2 | 0 | 3 | 7 | 2 | 0 | -1 | 0.2 | 10 | 1
Cc1noc(NS(=O)(=O)c2ccc(N/C=C\C(=O)c3ccc(F)cc3)cc2)c1C | -4 | 0 | -2 | 2 | -3 | -4 | -5.2 | -1 | 4
C=CCn1c(SCC)nc(O)cc1=O | 0 | -5 | 10 | 1 | 0 | -3 | -2.6 | -8 | 0
Cc1cc(=O)c2c(O)c(O)ccc2o1 | 0 | 19 | 26 | -3 | 0 | -4 | -11 | 9 | 4
Cc1ccc(CNC(=O)c2ccc(N3CCC4(CC3)CC(c3ccccc3)=NO4)c(NC(=O)c3ccc(Cl)c([N+](=O)[O-])c3)c2)cc1 | 2 | 2 | -20 | -11 | -7 | -7 | 0.9 | 1 | 6
COc1ccc(C(CNC(=O)c2ccc3c(c2)C(=O)N(CCC(C)C)C3=O)N2CCOCC2)cc1 (stereo not drawn) | 0 | 1 | 3 | 0 | -1 | -6 | 0.1 | -5 | 1
CC1CCc2c(sc(NC(=O)CCC(=O)O)c2C(=O)NC2CC2)C1 (stereo not drawn) | 2 | 10 | 3 | 6 | 0 | 8 | -6.1 | 10 | -2
O=C(Nc1nc(-c2ccccc2)nc2ccccc12)c1ccc(F)cc1 | 1 | 8 | 2 | -7 | -4 | -5 | -1.6 | 15 | 0
C[C@@H]1CC=C[C@H]2[C@H]1C(=O)N(Cc1ccccc1)[C@H]2c1ccc(F)c(/C=C/c2ccccc2)c1 | -1 | 0 | 0 | 1 | -6 | 1 | -1.1 | -7 | 1
O=C(Nc1ccccc1C(=O)O)c1ccc2c(c1)C(=O)N(c1cccc([N+](=O)[O-])c1)C2=O | -2 | 3 | -5 | 0 | -1 | -6 | 0.9 | 2 | -5
COc1ccc(CCC(=O)N2CCN(S(=O)(=O)c3ccc(OC)cc3)CC2)cc1 | x | -8 | x | x | -3 | 5 | x | -23 | 4
O=C(NCc1ccccn1)C1CCN(S(=O)(=O)c2ccccc2)CC1 | 1 | 0 | -6 | -4 | -3 | 17 | -0.7 | 5 | -4
O=C(CC1SC(=Nc2ccc(OC(F)F)cc2)N(CCN2CCOCC2)C1=O)Nc1ccc(F)cc1F (stereo not drawn) | -3 | 2 | 4 | -4 | 2 | -2 | 0.5 | -2 | 3
CCn1cc(C(=O)NCc2ccco2)c(=O)c2cc(S(=O)(=O)N3CCC(C)CC3)ccc21 | 1 | 4 | -4 | -1 | -2 | 8 | 1.6 | -3 | -1
COc1ccc(CNC(=O)COC(=O)c2c[nH]c(=O)[nH]c2=O)cc1OC | -4 | 5 | 7 | 2 | -8 | -4 | -0.4 | 13 | 0
CCC1CCCCN1C(=O)CSc1nnc(-c2ccc(Cl)s2)o1 (stereo not drawn) | 2 | -5 | -1 | -5 | -3 | -3 | -2.3 | 6 | -7
Cc1cc(C)nc(N2CCC(C(=O)NCCc3ccc(F)cc3)CC2)n1 | -1 | 5 | 4 | 2 | 0 | -2 | -2.7 | 1 | 1
CS(=O)(=O)N1CCC(C(=O)N2CCN(c3ccccc3)CC2)CC1 | -6 | 7 | -1 | 2 | -7 | -3 | 3.1 | 1 | 3
